From PubChem BioAssay
M5 ag = CHRM5 agonism in calcium assay. CHO-K1 hM5 cells, Fluo-8 calcium fluorescence; 0% DMSO wells, 100% maximal acetylcholine response. activation, % at 3 µM. 360,000 compounds, 0.19% hits. P08912;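 active = activation above the run's mean over test compounds plus 3 SD, cut at about 23% in these data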;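 note: signal is peak over basal fluorescence ratio across the kinetic read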
Target sequence (P08912 whole entry, looked up): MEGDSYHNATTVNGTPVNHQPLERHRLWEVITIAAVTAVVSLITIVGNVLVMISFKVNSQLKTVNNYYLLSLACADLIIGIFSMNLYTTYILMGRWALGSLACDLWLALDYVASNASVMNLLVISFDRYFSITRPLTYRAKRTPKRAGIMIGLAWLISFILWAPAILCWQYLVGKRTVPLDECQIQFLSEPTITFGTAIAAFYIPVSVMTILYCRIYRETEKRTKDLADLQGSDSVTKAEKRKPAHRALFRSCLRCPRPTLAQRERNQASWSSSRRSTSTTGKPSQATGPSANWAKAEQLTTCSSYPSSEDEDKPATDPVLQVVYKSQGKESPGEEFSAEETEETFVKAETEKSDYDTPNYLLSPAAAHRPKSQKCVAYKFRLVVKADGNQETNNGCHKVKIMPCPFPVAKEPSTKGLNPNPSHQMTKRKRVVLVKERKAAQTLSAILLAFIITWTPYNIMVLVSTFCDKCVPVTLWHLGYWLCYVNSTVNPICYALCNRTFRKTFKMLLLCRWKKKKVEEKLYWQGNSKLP
IDE inh = inhibits human insulin-degrading enzyme in HEK cells; 320,000 compounds, 0.41% hits; FAbetaB cleavage, fluorescence polarization; inhibition, % at 5.59 µM; AID 434962; P14735;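 active = percent inhibition above the average of all tested compounds plus 3 SD, set per screening campaign, cut at about 16% in these data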;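 note: IDE supplied by intact live HEK cells; FP after avidin binding of uncleaved biotin substrate so inhibition keeps polarization high; 0% = DMSO wells and 100% = 60 µM reference IDE inhibitor Ii1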
M4 PAM = potentiates acetylcholine response at human M4 receptor | activation, % at 3 µM | 360,000 compounds, 0.4% hits | CHO-K1 hM4/Gqi5, Fluo-8 calcium fluorescence, ACh EC20; 0% = ACh EC20, 100% = maximal ACh;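 active = activation above its plate's cutoff, the mean activation of sample wells plus 3 SD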; note: some results filed as inactive read as strong as hits
Target sequence (P08173 whole entry, looked up): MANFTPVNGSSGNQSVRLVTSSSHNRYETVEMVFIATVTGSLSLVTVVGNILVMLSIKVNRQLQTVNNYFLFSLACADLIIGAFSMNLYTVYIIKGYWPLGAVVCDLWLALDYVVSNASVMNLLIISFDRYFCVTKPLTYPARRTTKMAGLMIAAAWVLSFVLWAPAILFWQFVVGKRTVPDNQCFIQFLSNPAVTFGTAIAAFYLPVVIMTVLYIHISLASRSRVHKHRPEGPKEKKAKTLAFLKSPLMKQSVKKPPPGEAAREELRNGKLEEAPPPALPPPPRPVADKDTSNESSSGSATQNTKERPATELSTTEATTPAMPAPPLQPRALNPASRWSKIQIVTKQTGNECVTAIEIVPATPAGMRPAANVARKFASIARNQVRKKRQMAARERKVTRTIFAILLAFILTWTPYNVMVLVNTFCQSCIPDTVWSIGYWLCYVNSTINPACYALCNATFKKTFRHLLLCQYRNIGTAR
M4 ag = CHRM4 agonism in calcium assay; activation, % at 3 µM; AID 624127; 360,000 compounds, 0.14% hits; P08173; CHO-K1 hM4/Gqi5, Fluo-8 calcium fluorescence; vehicle 0%, full acetylcholine response 100%;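 active = activation above the run mean over all test wells plus 3 SD, cut at about 32% in these data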;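 note: peak over basal fluorescence ratio per well then scaled between controls; 0% = DMSO wells and 100% = acetylcholine at EC100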
CHRM4 antagonist = blocks acetylcholine activation of human M4 receptor; P08173; CHO-hM4 cells, ACh EC80, Fluo-8 calcium fluorescence; inhibition, % at 3 µM; 360,000 compounds, 0.73% hits; AID 624125;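 active = inhibition above its plate's cutoff, the mean inhibition of sample wells plus 3 SD, cut at about 27% in these data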;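 note: 0% = acetylcholine EC80 with DMSO and 100% = DMSO without agonist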
CRFR2-BP ag = CRF-BP/CRF-R2 complex agonism. HEK293 CRF-R2/CRF-BP, calcium dye fluorescence (FLIPR); percent of saturating CRF peptide response. 350,000 compounds, 0.46% hits. activation, % at 13.2 µM;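 active = activation of at least 50%, plus an integration ratio under a set limit after plate pattern correction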;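 note: plate controls were neutral control wells without compound for no effect and CRF at EC100 for full effect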
CRFR2-BP antag = CRF-BP/CRF-R2 complex antagonism; HEK293 CRF-R2/CRF-BP, CRF-induced calcium fluorescence; inhibition, % at 11.8 µM; 350,000 compounds, 0.59% hits;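 active = inhibition of the ligand-induced calcium signal above about 50% at the single tested concentration, limit read from the data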
M5 antag = blocks acetylcholine activation of human M5 receptor; P08912; CHO-hM5 cells, Fluo-8 calcium fluorescence, ACh EC80; inhibition, % at 3 µM; 360,000 compounds, 0.59% hits; AID 624040;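 active = inhibition above a per-plate cutoff, the mean of that plate's test compounds plus 3 SD, cut at about 27% in these data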;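 note: 0% = acetylcholine EC80 with DMSO and 100% = DMSO without agonist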
CHRM5 PAM = positive allosteric modulators of human muscarinic M5 receptor. activation, % at 3 µM. AID 624038. P08912. 360,000 compounds, 0.3% hits. CHO-K1 hM5, Fluo-8 calcium, ACh EC20 PAM; 0% = ACh EC20, 100% = ACh EC100;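 active = activation above the run cutoff, the mean activation of all test compounds plus 3 SD, cut at about 18% in these data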
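System – CHO-K1 hM5 cells · Compound – 3 µM, single dose · Incubation – compound preincubation 140 s before EC20 acetylcholine addition · Technique – Fluo-8 calcium fluorescence · Measure – Max/basal fluorescence ratio as % of EC20–EC100 ACh window · Benchmarks – low control EC20 acetylcholine (0%), high control EC100 acetylcholine (100%) · Replication – singlicate, one well per test compound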
* marks the source's active call; other numbers are inactive results; x = not tested or not shown.

Fields – M5 antag	M4 ag	CRFR2-BP ag	M5 ag	M4 PAM	CRFR2-BP antag	CHRM4 antagonist	IDE inh	CHRM5 PAM
[1] CCOC(=O)c1ccc(NC(=O)CSc2nnnn2C2CCCCC2)cc1
 : -1.7	0.6	-0.5	-3.2	-1.5	16.9	-3.4	4.0	-6.0
[2] Cc1ccc(OCC(O)CN2C(=O)NC(C)(C)C2=O)c(C)c1 (configuration not stated)
 : 0.3	2.6	-1.1	4.0	19.1*	-6.5	-7.2	-3.3	7.9
[3] CN(C)C(=O)c1ccc(Nc2nnc(-c3ccc(O)cc3)c3ccccc23)cc1
 : 5.2	-1.3	2.8	-2.7	1.5	-8.7	4.5	-1.2	-3.2
[4] O=C(COC(=O)c1nc(-c2ccccc2)n(-c2cccc(C(F)(F)F)c2)n1)NCc1cccs1
 : 0.8	0.5	0.1	-3.2	1.8	30.8	-1.6	-5.3	-3.1
[5] COCCCn1c(SCC(=O)N2CCCC2=O)nc2ccccc2c1=O
 : -4.2	4.4	-1.0	1.6	-1.4	-7.1	-10.2	x	-1.6
[6] CCOc1ccc(N2CC(C(=O)NCCC3=CCCCC3)CC2=O)cc1 (configuration not stated)
 : -0.5	2.2	-1.9	-1.0	8.3	-2.0	1.5	0.6	1.6
[7] CCC(CC)NC(=O)c1cc(OC)c(OC)c(OC)c1
 : 13.0	0.5	-0.9	1.5	5.8	-7.2	-8.1	0.4	3.0
[8] Cc1ccc(N(CC(=O)NCc2ccc3c(c2)OCO3)S(C)(=O)=O)cc1
 : -4.0	0.5	-0.7	-1.0	1.3	13.4	4.6	-2.6	1.9
[9] CC(=O)N/N=C(\C)CCc1ccccc1
 : 0.7	0.4	1.3	-1.4	-5.7	-6.6	-5.5	-2.1	-2.0
[10] CC1=C(C(=O)OC2CCCCC2)C(c2cccs2)n2c(nc3ccccc32)N1 (configuration not stated)
 : 0.9	2.6	-1.6	-1.4	5.1	0.8	-15.8	1.5	-2.5
[11] COc1ccccc1N1CCN(C2CCCN(C(=O)CCn3cncn3)C2)CC1 (configuration not stated)
 : -7.7	0.9	-0.3	-4.5	2.0	-0.2	-5.3	6.1	4.1
[12] Cn1c(=O)c2c(n(Cc3ccccc3)c1=O)NC(=O)C2CC(=O)N1CCc2ccccc2C1 (configuration not stated)
 : 5.7	0.2	-1.8	-1.1	-5.4	-4.3	3.3	x	-7.2
[13] Cc1cc(Br)ccc1OCc1nc(-c2cccnc2)no1
 : 3.2	1.1	-0.8	-0.4	-6.3	5.5	9.0	6.2	-7.7
[14] COc1ccccc1N1CCN(C(=O)c2cc3c(=O)n4cccc(C)c4nc3s2)CC1
 : 17.0	0.9	0.0	-1.7	1.0	-4.7	9.5	-0.8	-3.2
[15] CC1CCC2C(=O)N(c3cccc(C(=O)Nc4ccc(F)cc4)c3)C(=O)C2C1 (configuration not stated)
 : 1.2	15.3	-1.3	2.1	-8.6	2.9	-2.6	-1.1	-11.3
[16] CC12CN3CC(C)(CN(C1)C3c1ccc(Br)cc1)C2 (configuration not stated)
 : 2.7	-0.1	-1.2	-2.0	0.5	18.9	1.9	1.9	-1.5
[17] COc1ccc(OC)c(S(=O)(=O)NCC(=O)NC2CCCc3ccccc32)c1 (configuration not stated)
 : -1.1	1.8	-1.9	3.6	7.2	-6.8	-5.7	x	5.8
[18] CCc1ccc(NC(=O)CCNS(=O)(=O)c2cccc3nsnc23)cc1
 : -0.9	3.5	0.8	2.7	-6.0	-31.2	1.5	1.2	-2.9
[19] CCn1c(SC)nnc1-c1nn(-c2ccccc2)ccc1=O
 : 7.9	0.4	0.0	2.4	2.2	5.3	5.3	1.3	2.4
[20] Cc1ccc(NC(=S)Nc2ncccc2C)c(C)c1
 : 4.9	1.6	-1.4	-1.2	2.6	12.6	1.1	-5.9	-1.5
[21] O=C(CSc1nc2[nH]c(=O)cc(O)c2s1)Nc1nncs1
 : 4.5	1.8	-0.7	2.1	-2.6	4.3	2.1	x	-0.1
[22] O=C(NCC(F)(F)F)Nc1nnc(C(F)(F)F)s1
 : 2.0	8.3	23.2	8.5	-9.0	31.2	-1.9	5.1	-7.4
[23] Cc1ccc(S(=O)(=O)N2CCCC2)cc1C(=O)N1CCN(Cc2ccccc2)CC1
 : 14.8	0.1	0.3	-2.8	-3.8	-0.4	2.7	-3.7	-1.0
[24] CCc1nnc(N2CCN(c3ncnc4c3oc3ccccc34)CC2)s1
 : 2.8	8.1	-7.7	8.4	-5.8	29.1	2.2	x	-9.6
[25] CC(=O)c1cccc(OCc2cc(C(=O)NC3CCN(Cc4ccccc4)CC3)no2)c1
 : 10.5	10.6	-0.3	-3.8	-10.2	-1.6	5.1	1.4	-6.8
[26] CC(C)C1CC(C(=O)Nc2ccccc2)C(=O)O1 (configuration not stated)
 : -14.3	0.1	-1.8	2.7	1.6	-0.6	1.3	7.7	6.4
[27] COc1cc2c(cc1OC)C(c1ccccc1F)NCC2 (configuration not stated)
 : 7.5	0.8	-1.4	0.5	-4.0	8.8	3.7	-1.3	-1.7
[28] O=C(CC1SC(=O)N(c2ccccc2)C1=O)Nc1cccc2ccccc12 (configuration not stated)
 : 7.6	1.3	0.8	-2.2	4.4	-8.8	19.9	-1.1	-1.8
[29] COc1ccccc1N(CC(=O)N1CCN(c2ccccc2)CC1)S(=O)(=O)c1ccc(C)cc1
 : 6.3	11.1	2.8	-0.2	-5.5	-18.5	-6.1	-1.7	-8.8
[30] COC(=O)COc1ccc(C2Nc3c(Cl)ccc(C(=O)O)c3C3C=CCC32)cc1 (configuration not stated)
 : 20.7	10.7	5.1	-0.6	-2.5	6.6	0.5	-3.4	-15.2
[31] COc1ccc(CNC(=O)CS(=O)(=O)Cc2nc(-c3ccc(OC)cc3)oc2C)cc1
 : -9.9	-0.4	-0.1	0.3	-9.0	-5.0	-6.3	-0.5	-2.7
[32] CCOC(=O)C(NCCc1ccc(F)cc1)(NC(=O)CC)C(F)(F)F (configuration not stated)
 : 0.3	0.3	-1.5	-0.1	2.7	6.2	-5.7	7.1	-2.5
[33] C#CC(C)OC(=O)C(C)NC(=O)c1ccccc1 (configuration not stated)
 : 5.9	7.2	0.5	2.2	4.2	13.2	-3.3	0.7	6.9
[34] Oc1ccc(-c2nc3ccc4ccccc4c3c3c2CCC3)cc1O
 : -3.1	3.8	1.8	2.1	3.6	-49.4	0.5	0.8	-1.4
[35] COc1ccc(OC)c(/C=N/NC(=O)CCc2ccc(O)c(O)c2)c1
 : -4.0	2.8	11.2	1.2	0.3	-20.5	-2.2	2.3	2.5
[36] COc1cccc(C(=O)NCCS(=O)(=O)N2CCC(C)CC2)c1
 : 3.4	0.3	0.0	0.8	-1.6	5.0	11.7	-0.9	5.7
[37] CC1CN(CC(=O)NC(C)c2ccccc2)CC(C)O1 (configuration not stated)
 : -3.0	1.3	3.1	1.2	0.3	-6.5	-13.1	0.2	0.0
[38] Cc1cc(NC(=O)COc2ccccc2C)no1
 : -6.6	0.8	1.2	-2.7	-5.3	-11.1	0.3	-4.0	4.0
[39] CC1(C)CC(=O)c2cc(C(=O)NC3CCSC3=O)c(=O)n(-c3ccccc3)c2C1 (configuration not stated)
 : 0.2	0.5	-2.4	-1.4	1.8	8.2	0.9	-0.8	2.1
[40] COC(=O)CC1C(=O)NCCN1C(=S)NC(=O)C(c1ccccc1)c1ccccc1 (configuration not stated)
 : 10.6	1.8	-0.2	0.3	-2.8	-16.4	-0.7	-2.7	-10.1
[41] CN1CCN(C(=O)CCCN2C(=O)/C(=C/c3cccc(Br)c3)SC2=S)CC1
 : 13.1	5.6	2.6	-3.4	-5.1	-6.6	11.7	x	-1.4
[42] Oc1c(C(c2cccs2)N2CCOCC2)sc2ncnn12 (configuration not stated)
 : 0.2	1.1	14.4	1.5	5.2	7.9	-13.9	1.9	-4.2
[43] O=C(NCCCN1CCOCC1)C1Nc2ccc(OC(F)(F)F)cc2C2C=CCC12 (configuration not stated)
 : -4.1	2.9	-1.9	-0.4	17.6	2.5	1.0	-2.2	0.8
[44] C[C@H](NC(=O)c1ccccc1)C(=O)N1CCN(c2ccccc2)CC1
 : 7.9	0.4	0.0	-1.4	-7.3	11.4	11.1	1.2	-0.4
[45] CCNC(=O)c1ccccc1-c1nc(-c2ccccc2OC)no1
 : 1.8	7.2	-2.1	3.1	-5.7	7.5	-0.2	6.4	-6.4
[46] COc1ccc(NC(=O)Nc2c[nH]c(=O)[nH]c2=O)cc1
 : 4.4	-0.5	0.9	-5.8	0.6	4.9	2.0	3.9	-8.2
[47] COC(=O)c1ccc(CNC(=O)c2cc(COc3cncc(Cl)c3)on2)cc1
 : -12.9	1.9	4.0	-1.1	1.0	-5.2	-6.3	-2.6	3.3
[48] O=C(NCc1ccc2c(c1)OCO2)C1CCCN1C(=O)Nc1ccccc1 (configuration not stated)
 : -1.4	0.9	-0.1	-0.9	5.3	2.6	-5.6	1.8	12.5
[49] Cn1ncc(Br)c1C(=O)NC1C2CC3CC(C2)CC1C3 (configuration not stated)
 : 4.3	-1.5	1.2	1.5	-6.2	-7.5	3.8	-4.8	-2.3
[50] CC(C)C(=O)Nc1ccc2c(c1)Cc1cc(NC(=O)C(C)C)ccc1-2
 : 4.0	0.7	1.7	1.0	-2.0	1.1	8.9	3.0	0.7
[51] O=C(Nc1ccc(N2CCOCC2)cc1)C1CC(O)CN1S(=O)(=O)c1ccc(Cl)cc1 (configuration not stated)
 : 7.0	1.1	0.8	2.4	1.0	-7.0	-2.0	0.7	-4.9
[52] CS(=O)(=O)N(CC(=O)N1CCCC1)c1ccccc1F
 : 0.2	0.7	0.1	-1.9	-0.1	-5.1	-1.3	-3.3	6.6
[53] COc1cc(OC)c(OC)cc1CN1CCN(S(=O)(=O)c2ccc(NC(C)=O)cc2)CC1
 : 4.8	1.9	0.6	-3.2	9.9	-5.9	-7.8	11.8	-9.2
[54] C/C(=N\NC(=O)c1c(Cl)cnn1C)c1ccc(NC(=O)c2ccc(Br)o2)cc1
 : -23.3	2.9	-2.1	-1.8	-0.9	4.9	0.1	x	9.4
[55] COc1ccc(C2=NCN(c3ccc(C)cc3)C(=S)N2)cc1
 : 4.9	-1.6	-2.6	-1.1	-1.4	12.3	-3.3	0.8	-3.3
[56] COCc1cccc(C2=CC(=O)C[C@H](c3ccc(OC)cc3)C2)c1
 : 5.0	4.7	-1.4	-2.7	-5.0	3.4	2.8	1.8	-5.0
